NR2E3 ag-1 = inhibitors of NR2E3-RetCOR corepressor binding, primary screen, NR2E3 agonist project, biochemical, TR-FRET, GST-NR2E3, biotin-RetCOR; Photoreceptor-specific nuclear receptor (Homo sapiens), Q9Y5X4; 1536-well; inhibition of corepressor binding, % at 4.78 µM; hit rate 0.12% among 320,000; AID 2300, 2010;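 active = percent inhibition above the cutoff of mean plus 3 SD of all tested compounds, set per screening campaign, cut at about 20% in these data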;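 also: 0% = DMSO wells and 100% = biotin wells as full block of FRET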
Target sequence (Q9Y5X4 whole entry, looked up): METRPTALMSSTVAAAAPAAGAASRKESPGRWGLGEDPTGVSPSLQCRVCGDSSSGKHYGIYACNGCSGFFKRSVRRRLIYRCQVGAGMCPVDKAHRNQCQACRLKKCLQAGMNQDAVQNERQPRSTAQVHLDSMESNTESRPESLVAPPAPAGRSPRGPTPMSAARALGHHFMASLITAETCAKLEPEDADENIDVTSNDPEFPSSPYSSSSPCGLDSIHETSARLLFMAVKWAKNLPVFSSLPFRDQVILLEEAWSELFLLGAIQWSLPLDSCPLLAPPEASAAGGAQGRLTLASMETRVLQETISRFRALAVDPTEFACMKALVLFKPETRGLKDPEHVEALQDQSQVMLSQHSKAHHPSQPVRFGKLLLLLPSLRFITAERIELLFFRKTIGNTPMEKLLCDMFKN
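Material – GST-tagged NR2E3 plus biotinylated RetCOR corepressor · Quantity – NR2E3 fusion 1.35 nM · Times – 5 h incubation at 4 °C · Medium – pH 7.5 Tris-based buffer · Technique – TR-FRET, Eu(K)-anti-GST donor, streptavidin-D2 acceptor, ex 340, em 617/671 nm · Benchmarks – high control biotin, low control 0.6% DMSO · Format – 1536-well plates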
Shn3 3UTR inh = reduction of Shn3 3'UTR firefly luciferase signal, primary screen, Schnurri-3 inhibitor project, cell-based, Clone20 osteoblasts, set 2; inhibition, % at 12.5 µM; AID 588674, 2011; hit rate 0.52% among 360,000; Clone20 osteoblast Shn3 3'UTR firefly luciferase, 24 h;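 active = mean inhibition of at least 75% with every replicate also reaching 75%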;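 also: 0% = median of neutral control wells and 100% = pilot-screen positive control compound; some compounds past the cut are filed as inactive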
Peg3 prom inh = Peg3 promoter-driven luciferase inhibitors, primary screen, cell-based, HeLa, luciferase luminescence; inhibition, % at 20 µM; HeLa PEG-Prom luciferase reporter, overnight; hit rate 1.7% among 360,000;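 active = inhibition of at least 50% at 20 µM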
PDI turbidity = inhibitors of human PDI, primary screen, biochemical, turbidity, single point, plate reader; Protein disulfide-isomerase (Homo sapiens), P07237; PDI insulin aggregation turbidity, A650, 90 min; inhibition, % at 10 µM; hit rate 0.052% among 350,000;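 active = mean inhibition across replicates of 30% or more, whatever share of single replicates reach that level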;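 also: absorbance from insulin aggregation driven by PDI reduction with DTT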
MITF TRPM1 inh = inhibitors of MITF-dependent TRPM1 promoter reporter, primary screen, cell-based, SK-MEL-5, single point, luciferase. SK-MEL-5 TRPM1 promoter luciferase, 24 h. inhibition, % at 12.5 µM. hit rate 0.83% among 330,000;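 active = mean inhibition across replicates of 60% or more, whatever share of single replicates reaches that level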; also: values of inactives mirror those of a sister screen read the other way
H9c2 protect = cardioprotection against H2O2-induced cell death, primary screen, uHTS, H9c2 cells, ATPLite luminescence | H9c2 cardiomyocytes, H2O2 injury protection, 2 h | protection from H2O2 cell death, % at 20 µM | hit rate 0.63% among 360,000 | AID 588492, 2011;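 active = compounds giving at least 50% protection of heart cells from peroxide-induced death in the single-dose screen, raw or plate-pattern-corrected value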;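 also: 0% = DMSO wells with peroxide and 100% = DMSO wells without peroxide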
HIF-2a inh = HIF-2a reporter inhibitors, primary screen, luminescence, 786-0 RCC cells. 786-0 RCC cells HIF-2a reporter, luciferase luminescence, overnight. inhibition, % at 18.8 µM. hit rate 0.72% among 360,000;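 active = inhibition of the luminescence signal of 40% or more relative to plate controls, in a single-dose primary screen at 18.75 µM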
CaV13 FRET inh = Disruptors of the CACNA1D IQ motif to Ca2+-dependent inactivation inhibitor domain association, primary screening, Förster resonance energy transfer in intact living …; AID 743397; inhibition, % at 12.3 µM; hit rate 0.098% among 340,000; HEK cells, CFP/YFP FRET ICDI-IQ, plate reader, 10 min; percent FRET-ratio fall versus neutral wells;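 active = mean replicate inhibition of at least 30% and at least 1% of replicates passing that level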;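 also: 0% = median of the neutral control wells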
NR2E3 ag-2 = NR2E3 agonists in two-hybrid cells, primary screen, cell-based, luminescence, CHO-S, Gal4-NCOR/VP16-NR2E3; Photoreceptor-specific nuclear receptor (Homo sapiens), Q9Y5X4; luciferase; inhibition of corepressor binding, % at 3.98 µM; hit rate 0.35% among 360,000; AID 602229, 2012;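 active = inhibition above the mean of all tested compounds plus 3 SD, cut at about 70% in these data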;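 also: 0% = DMSO with NR2E3 transfected cells and 100% = cells lacking NR2E3 construct; higher means lower luciferase signal from less NR2E3 corepressor binding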
hiPSC survival = enhancers of single-cell hiPSC survival, primary screen, ATPlite luminescence; 100% = ROCK inhibitor wells, 0% = DMSO; survival enhancement, % at 20 µM; hit rate 0.044% among 360,000; AID 602274, 2012; in the data active = survival enhancement above about 18%;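 also: cells exposed to compounds for 16 hours before the ATP read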
m5-HT2A agonist = mouse Htr2a agonists via beta-arrestin recruitment, primary screen, cell-based, luminescence | 5-hydroxytryptamine receptor 2A (Mus musculus), P35363 | CHO-K1 mHTR2A beta-arrestin complementation; percent of 30 µM serotonin response | activation, % at 7.6 µM | hit rate 0.66% among 360,000 | AID 624169, 2012;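 active = activation above a run cutoff, the mean activation of all tested compounds plus 3 SD, cut at about 14% in these data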;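 also: 0% = plate median of compound wells and 100% = 30 µM serotonin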
Target sequence (P35363 whole entry, looked up): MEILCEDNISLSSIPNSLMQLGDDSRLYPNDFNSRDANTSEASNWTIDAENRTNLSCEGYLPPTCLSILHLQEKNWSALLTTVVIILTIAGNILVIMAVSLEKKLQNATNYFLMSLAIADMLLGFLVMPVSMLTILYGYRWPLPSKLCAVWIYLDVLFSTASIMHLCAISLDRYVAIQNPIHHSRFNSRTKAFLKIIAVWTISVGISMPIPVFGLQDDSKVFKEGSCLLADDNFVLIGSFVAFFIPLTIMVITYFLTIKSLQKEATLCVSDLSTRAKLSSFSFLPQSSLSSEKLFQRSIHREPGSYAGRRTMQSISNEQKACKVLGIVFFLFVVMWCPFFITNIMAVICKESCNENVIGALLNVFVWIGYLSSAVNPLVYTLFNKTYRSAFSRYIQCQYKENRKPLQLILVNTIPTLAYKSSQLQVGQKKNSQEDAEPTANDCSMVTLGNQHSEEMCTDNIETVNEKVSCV
* marks the source's active call; other numbers are inactive results; x = not tested or not shown.

Under each structure: MITF TRPM1 inh, NR2E3 ag-2, H9c2 protect, CaV13 FRET inh, hiPSC survival, PDI turbidity, HIF-2a inh, m5-HT2A agonist, Peg3 prom inh, NR2E3 ag-1, Shn3 3UTR inh
CN(/N=C/c1cc(Cl)cc(Cl)c1O)c1c(Cl)cccc1[N+](=O)[O-]
    14, -20, -4, -5, -0.3, -3, 2, -7, 17, 1, -3
COc1c(CC=C(C)C)c(O)cc2oc(=O)c3c4ccc(O)cc4oc3c12
    x, -31, 2, x, 1.0, x, -79, 0, -20, 0, -23
O=c1cc(-c2cccc(Br)c2)oc2cccc(O)c12
    -15, -5, -2, -9, -2.6, 2, 1, 0, -71, 5, -17
CC(C)(C)NC(=O)CSc1nnc(-c2ccncc2)o1
    3, 22, 1, -5, -1.4, -7, 4, 0, 18, 4, 5
CCCCOc1ccc(N(CC(=O)NC2CCCCC2)C(=O)c2snc(C(N)=O)c2N)cc1
    13, -17, 8, -7, -0.6, -3, 11, 3, 31, -2, 24
FC(F)(F)c1cc(C(F)(F)F)c2ccc(N3CCN(c4ccccc4)CC3)nc2n1
    -14, -13, -1, -5, 8.3, -4, 12, 2, -13, -2, -11
Cc1ccc(C(=O)/C=C/NCc2ccc(F)cc2)cc1
    -14, 3, -13, -5, -2.9, 8, -86, -3, -132, 0, 0
Cn1c(=O)c2c(nc(SCCN3CCOCC3)n2Cc2cccc3ccccc23)n(C)c1=O
    5, -13, -2, -3, -3.9, 0, 22, -6, 7, -2, 1
O=C(COC(=O)c1ccc(N2CCOCC2)c([N+](=O)[O-])c1)Nc1ccc2c(c1)OCO2
    4, -18, 4, -4, 5.4, -4, -28, -2, 21, 3, -29
O=C(O)c1ccccc1C(=O)Nc1ccccc1NC(=O)c1ccccc1C(=O)O
    x, -160, 2, -5, 1.2, 0, -82, 4, 6, -4, -48
O=C(NCc1cccs1)c1ccc2sc([C@H]3C[C@H](O)[C@@H](CO)O3)nc2c1
    x, 4, 7, -5, 1.2, 1, -17, 0, -5, x, -30
COc1cccc2cc(C(=O)N3CCN(c4ccc(C)cc4C)CC3)c(=O)oc12
    -23, -7, 15, 4, -1.2, x, -5, -2, 21, 1, -7
Cc1cc2cc(CN(Cc3ccco3)S(=O)(=O)c3c(C)ccc4nsnc34)c(=O)[nH]c2cc1C
    56, -17, 17, -9, 2.4, 8, 26, 1, 19, -4, 11
COc1ccc(/C=C2\N=C(C)OC2=O)cc1OC
    12, -10, 23, -19, 0.3, 13, -3, -1, 1, -2, 6
Cc1ccccc1-c1nnc(SCC(=O)NC2CCS(=O)(=O)C2)n1C (stereo not drawn)
    x, -2, 3, -5, 0.3, 4, 7, 2, 13, x, -4
CC1CCN(c2ccc3nnc(CCC(=O)Nc4cccc(F)c4)n3n2)CC1
    -6, -12, 3, -3, -0.4, 2, -8, 2, -6, -2, -19
CCOC(=O)c1c(NC(=O)/C=C/C(=O)O)sc(C)c1-c1ccc(Cl)cc1
    12, 14, 0, -1, 0.5, 3, 0, -1, 38, 2, -30
O=C(O)Cn1c(=O)c2c3c(sc2n(Cc2ccccc2)c1=O)CCCC3
    -27, -26, 0, -18, -0.5, 4, 18, 8, 6, -1, 13
COc1ccccc1C1=NOC(COc2ccc3c(C)cc(=O)oc3c2)C1 (stereo not drawn)
    12, -26, 1, -21, 0.2, -1, -62, -1, -18, 3, x
CCOC(=O)COc1ccc(S(=O)(=O)NCc2cccnc2)cc1
    -1, -3, 8, -9, -1.8, -5, 13, 2, 3, 2, 18
O=C(CSc1nnc(C2COc3ccccc3O2)o1)N1CCCc2ccccc21 (stereo not drawn)
    -13, 24, 1, -6, -1.2, -1, -15, -2, 19, -2, 11
COc1ccc(Br)cc1/C=N/n1nnnc1N
    -2, -1, 0, -19, 0.2, 4, -9, 1, 5, 5, 1
Nc1ccc(Nc2ccccc2)c(Cl)c1
    -15, -5, -4, -7, -0.6, 1, -51, 2, -45, 1, -22
CCOC(=O)N/N=C\C=C\c1ccc2c(c1)OCO2
    -82, -58, -1, -19, 1.4, 9, -170, 1, -185, -7, -34
CCOC(=O)COc1ccccc1/C=C1\NC(=O)NC1=O
    15, 1, 11, 2, -1.2, 4, 18, 4, -1, -1, -3
O=C(COC(=O)C1CCN(S(=O)(=O)c2cccs2)CC1)Nc1ccccc1Br
    -10, -4, -12, x, -0.9, 0, 6, 4, 10, 0, 7
O=C(COc1ccccc1)N1CCN=C1c1ccccc1
    2, -7, 8, -3, -0.6, -3, 17, 2, 6, -1, -8
O=S(=O)(c1ccc(F)cc1)N1CCN=C1SCc1cccc(F)c1
    6, 4, -5, -3, 0.5, -1, 0, -5, 25, -1, 11
CC(NC(=O)c1cc(-c2cccnc2)nc2ccc(Br)cc12)C1CCCO1 (stereo not drawn)
    7, -16, -1, -4, -0.4, 4, -13, -2, 3, 6, -13
CC(Sc1nc(N)cc(=O)[nH]1)C(=O)Nc1sc2c(c1C#N)CCCC2 (stereo not drawn)
    7, 51, -18, -5, -0.4, -3, 23, 0, 1, 1, 44

The final 6 entries of the part above open the next one:
Under each structure: MITF TRPM1 inh, NR2E3 ag-2, H9c2 protect, CaV13 FRET inh, hiPSC survival, PDI turbidity, HIF-2a inh, m5-HT2A agonist, Peg3 prom inh, NR2E3 ag-1, Shn3 3UTR inh
CCOC(=O)COc1ccccc1/C=C1\NC(=O)NC1=O
    15, 1, 11, 2, -1.2, 4, 18, 4, -1, -1, -3
O=C(COC(=O)C1CCN(S(=O)(=O)c2cccs2)CC1)Nc1ccccc1Br
    -10, -4, -12, x, -0.9, 0, 6, 4, 10, 0, 7
O=C(COc1ccccc1)N1CCN=C1c1ccccc1
    2, -7, 8, -3, -0.6, -3, 17, 2, 6, -1, -8
O=S(=O)(c1ccc(F)cc1)N1CCN=C1SCc1cccc(F)c1
    6, 4, -5, -3, 0.5, -1, 0, -5, 25, -1, 11
CC(NC(=O)c1cc(-c2cccnc2)nc2ccc(Br)cc12)C1CCCO1 (stereo not drawn)
    7, -16, -1, -4, -0.4, 4, -13, -2, 3, 6, -13
CC(Sc1nc(N)cc(=O)[nH]1)C(=O)Nc1sc2c(c1C#N)CCCC2 (stereo not drawn)
    7, 51, -18, -5, -0.4, -3, 23, 0, 1, 1, 44
Oc1cccc(/C=N/N=C/c2cccc(O)c2O)c1O
    -49, -16, -9, -6, 0.0, -10, 2, 0, -130, 2, -61
CCCCNc1nc(Cl)nc(Nc2ccc(C)cc2)n1
    x, 5, -4, -18, 0.5, -3, -93, -7, -47, 0, -27
CCOC(=O)CSc1nc2cc(C(=O)OC)ccc2c(=O)n1CCN1CCOCC1
    -4, 7, 8, -8, 1.8, 9, 15, -2, -71, 2, -5
CSc1nc2[nH]ncc2c(=O)[nH]1
    1, 28, 2, -17, -1.2, 1, 20, 4, 18, 2, -12
COc1ccccc1-n1cc(-c2ccccc2)c2c(=S)nc[nH]c21
    3, -31, 48, -2, -0.3, 5, 22, -4, 33, 3, 0
CC1CCN(CC(=O)Nc2ccc3c(c2)OCO3)CC1
    -14, -5, -5, -6, -0.1, 2, -62, 4, -95, x, -16
Cc1ccc(/C=N/NC(=O)CNC(=O)COc2ccccc2)cc1
    4, -19, 1, -5, -0.2, 10, 5, -4, 3, 1, -26
Clc1cccc(C2=NOC(c3nnc(-c4ccccc4)o3)C2)c1 (stereo not drawn)
    -2, -12, -3, -11, -1.7, -3, -28, -2, -23, 4, -1
COc1ccc(N(CC(=O)NC2CC3CCC2C3)S(=O)(=O)c2ccccc2)cc1Cl (stereo not drawn)
    -1, -6, 15, -2, 0.8, -2, 16, -3, 21, x, -9
CNC(=O)C12CC3CC(C1)CC(c1ccc(C)cc1)(C3)C2
    -6, -7, 6, -2, -0.1, -5, -34, 10, -18, 1, 4
CCNC(=S)N/N=C/c1sc(N2CCCCC2)nc1-c1cccs1
    -34, -44, -12, -6, -1.7, 1, -187, 0, -98, 5, -80
COc1cc2[nH]c3c(c2cc1OC)CCN1CCCC[C@@H]31
    x, -11, 2, x, -2.5, x, 22, 2, -8, -1, 11
O=C(Nc1ccccc1N1CCOCC1)c1ccc([N+](=O)[O-])o1
    60, -27, 0, -7, -0.1, 5, -3, -7, 28, -3, -12
CN1OC[C@@H]2CN(C(=O)C(C)(C)C)[C@H](c3cccc(-c4ccccc4)c3)C[C@@H]21
    -2, -23, 1, -4, -1.1, -1, 3, -2, -4, x, 8
COc1ccccc1CN1C(=O)[C@@H]2Cc3c([nH]c4ccccc34)C(C)(C)N2C1=O
    2, -1, 2, -7, 2.8, 11, 14, 9, 32, 3, -1
CCC(C)(C)NC(=O)CN(C(=O)c1snc(C(N)=O)c1N)c1ccc2nc(C)sc2c1
    -1, -16, 15, -7, 0.0, -13, 17, 2, 3, 0, -24
O=C(NCCC1=CCCCC1)C(c1ccccc1)c1ccccc1
    9, 4, -25, -6, 7.1, 0, 7, -8, 30, 4, 5
O=C(C1CCN(S(=O)(=O)c2cccc3nsnc23)CC1)N1CCn2c1nc1ccccc12
    -4, -7, 6, x, 2.8, -4, 7, -25, 34, 2, 5
c1ccc(CNc2nc3ccccc3[nH]2)cc1
    -76, -59, -13, -7, -3.1, -3, -135, 1, -161, 0, -68

Shown with bars between the fields: 2 of the compounds above
structure | MITF TRPM1 inh | NR2E3 ag-2 | H9c2 protect | CaV13 FRET inh | hiPSC survival | PDI turbidity | HIF-2a inh | m5-HT2A agonist | Peg3 prom inh | NR2E3 ag-1 | Shn3 3UTR inh
CCC(C)(C)NC(=O)CN(C(=O)c1snc(C(N)=O)c1N)c1ccc2nc(C)sc2c1 | -1 | -16 | 15 | -7 | 0.0 | -13 | 17 | 2 | 3 | 0 | -24
O=C(NCCC1=CCCCC1)C(c1ccccc1)c1ccccc1 | 9 | 4 | -25 | -6 | 7.1 | 0 | 7 | -8 | 30 | 4 | 5
